ELG1 repair inh: qHTS screen for small molecules that inhibit ELG1-dependent DNA repair in human embryonic kidney (HEK293T) cells expressing luciferase-tagged ELG1. HEK293T ELG1-luciferase reporter, luminescence, 16 h; DNA damage induced by 5-fluorouridine. Potency, µM (highest dose often 46.1 µM), for inactives: at the highest dose activity change, negative = inhibition, hits mostly inhibitors. hit rate 2.3% among 330,000. AID 504467, 2011; further: potency means the concentration at half of the fitted maximal effect; on the % scale 0 is the no-effect control and ±100 the full control effect; nearly all actives have a fitted effect of over 55% in size
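Quantitative HTS, concentration-response format. 2,000 cells/well co-treated with 5-fluorouridine and compound, 16 hr in 5% CO2 at 37 °C; ONE-Glo luminescence read after 30 min.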
KCNH2 3.1 inh: qHTS for Inhibitors of KCHN2 3.1: Mutant qHTS; hit rate 0.95% among 340,000; U2OS KCNH2 3.1, thallium flux FluxOr; active compounds read low; activity change, % (tested at about 1.8 µM); Potassium voltage-gated channel subfamily H member 2, brain isoform KCNH2 3.1 (human);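 active means maximum activity change below -70%; inconclusive means maximum activity change from -70% to -50%; inactive means maximum activity change above -50%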;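 further: thallium influx rate constant from kinetic fluorescence after stimulation buffer; on the % scale 0 is the no-effect control and ±100 the full control effect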
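FluxOr-based Tl+ influx in U2OS cells transduced with KCNH2 3.1 virus; rate constants normalized to DMSO controls.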
AT treatment: qHTS Assay for Identifying a Potential Treatment of Ataxia-Telangiectasia. […] A-T fibroblasts, KAP-1 phosphorylation AlphaLISA; neocarzinostatin DNA damage 30 min before lysis. AID 485349, 2010. hit rate 0.19% among 320,000. Potency, µM (top dose mostly 57.5 µM), for the others: at the top dose activation, hits mostly activators; further: potency means the concentration at half of the fitted maximal effect; % of control where 0% means no effect; nearly all actives have a fitted effect of over 45% in size
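hTERT-immortalized A-T patient fibroblasts ([…]), 500 cells/well in OPTI-MEM, 1% FBS, got compounds for 60 min, then NCS for 30 min at 37C. Lysates were then assayed for phospho-KAP-1 by AlphaLISA (anti-pKAP1 donor, anti-KAP1 acceptor beads), 6 hr at 25C.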
TRPV1 ag: HTS Assay for Compounds that Act as Agonists of the Vanilloid Receptor 1; Transient receptor potential cation channel subfamily V member 1 (Homo sapiens), Q8NER1; TRPV1-expressing cells, Fluo-8 calcium influx, agonist mode; activation, % at 8.33 µM; hit rate 0.19% among 320,000; AID 540275, 2011; in the data active means activation above about 80%; inconclusive means between about 30% and that limit; further: 0% is about no effect
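Fluo-8 calcium influx in TRPV1-expressing cells, kinetic read (ex 480/em 520 nm). Compound added and read 3 min for agonist activity, followed by capsaicin at EC20 final and 2 min further read for enhancement.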
Mito fusion act: qHTS Assay for Small Molecule Inhibitors of Mitochondrial Division or Activators of Mitochondrial Fusion | S. cerevisiae fusion-defective mutant growth rescue, CellTiterGlo 48 h | hit rate 0.23% among 320,000 | Potency, µM (highest dose often 46.1 µM), inactives show top-dose growth rescue (activation), usual class: activators;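 further: potency means the concentration at half of the fitted maximal effect; % of control where 0% means no effect; nearly all actives have a fitted effect of over 45% in size; temperature-sensitive fusion mutants such as fzo1-1 at 37 °C on non-fermentable ethanol glycerol medium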
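Yeast fusion mutant, YPEG (non-fermentable carbon), compound, 48 h at 37C non-permissive; CellTiterGlo added, 10 min RT, luminescence read. Rescued growth = division inhibition.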
TCR act: Activators of T cell receptors: qHTS campaign; Potency, µM (series often up to 9.22 µM), inactives show at the top dose activation of IL-2 secretion, most hits filed as activators; 330,000 tested, under 10 active; primary human leukocytes, anti-CD3, IL-2 HTRF, 48 h; further: % of control where 0% means no effect
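Human primary leukocytes + a-CD3 beads + cpd, 48 hr; IL-2 in supernatant by HTRF (ex 320nm / em 665nm). No co-stimulatory signal supplied.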
TSHR antag: Antagonists of the Thyroid Stimulating Hormone Receptor: HTS campaign. Thyrotropin receptor (Homo sapiens), P16473. TSHR-expressing cells, TSH-stimulated cAMP HTRF, 2 h; active compounds read low. activity change, negative = inhibition, % at 11.5 µM. hit rate 0.2% among 330,000. AID 504810, 2011;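 active means activity change below a set negative limit, meaning inhibition stronger than a set level, cut at about -70% in these data; inconclusive means activity change between two set negative limits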; further: on the % scale 0 is the no-effect control and ±100 the full control effect
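Competitive HTRF cAMP read-out (cryptate anti-cAMP antibody, cAMP-d2; 30 min, room temperature) in freshly harvested TSHR cells. Compounds added before TSH at EC80 (4nM final), followed by 2 hours' incubation at 37 deg C.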
Eya2 phos inh: qHTS Assay for Inhibitors of the Phosphatase Activity of Eya2 | Protein phosphatase EYA2 (Homo sapiens), O00167 | recombinant Eya2, OMFP fluorescence dephosphorylation (OMFP is methylfluorescein phosphate) | Potency, µM (highest dose often 76.9 µM), for inactives: at the highest dose activity, negative = inhibition, most hits filed as inhibitors | hit rate 0.006% among 330,000; further: potency means the concentration at half of the fitted maximal effect; on the % scale 0 is the no-effect control and ±100 the full control effect
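Eya2 protein (added as 0.2 uM solution) was preincubated with compound for 10 min at ambient temperature in 50 mM HEPES pH 7.5, 50 mM NaCl, 5 uM MgCl2, 0.05% BSA, 1 mM DTT. OMFP (added at 50 uM) then reacted 10 min; fluorescence read at 485/525 nm.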
hERG WT inh: qHTS for Inhibitors of KCHN2 3.1: Wildtype qHTS; Voltage-gated inwardly rectifying potassium channel KCNH2 (Homo sapiens), Q12809; U2OS, BacMam KCNH2, thallium flux FluxOr; active compounds read low; activity change, % at 1.84 µM; hit rate 0.37% among 340,000;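 active means maximum activity change below -70%; inconclusive means maximum activity change between -70% and -50%; inactive means maximum activity change above -50%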; further: on the % scale 0 is the no-effect control and ±100 the full control effect
Target sequence (Q12809 whole entry, looked up): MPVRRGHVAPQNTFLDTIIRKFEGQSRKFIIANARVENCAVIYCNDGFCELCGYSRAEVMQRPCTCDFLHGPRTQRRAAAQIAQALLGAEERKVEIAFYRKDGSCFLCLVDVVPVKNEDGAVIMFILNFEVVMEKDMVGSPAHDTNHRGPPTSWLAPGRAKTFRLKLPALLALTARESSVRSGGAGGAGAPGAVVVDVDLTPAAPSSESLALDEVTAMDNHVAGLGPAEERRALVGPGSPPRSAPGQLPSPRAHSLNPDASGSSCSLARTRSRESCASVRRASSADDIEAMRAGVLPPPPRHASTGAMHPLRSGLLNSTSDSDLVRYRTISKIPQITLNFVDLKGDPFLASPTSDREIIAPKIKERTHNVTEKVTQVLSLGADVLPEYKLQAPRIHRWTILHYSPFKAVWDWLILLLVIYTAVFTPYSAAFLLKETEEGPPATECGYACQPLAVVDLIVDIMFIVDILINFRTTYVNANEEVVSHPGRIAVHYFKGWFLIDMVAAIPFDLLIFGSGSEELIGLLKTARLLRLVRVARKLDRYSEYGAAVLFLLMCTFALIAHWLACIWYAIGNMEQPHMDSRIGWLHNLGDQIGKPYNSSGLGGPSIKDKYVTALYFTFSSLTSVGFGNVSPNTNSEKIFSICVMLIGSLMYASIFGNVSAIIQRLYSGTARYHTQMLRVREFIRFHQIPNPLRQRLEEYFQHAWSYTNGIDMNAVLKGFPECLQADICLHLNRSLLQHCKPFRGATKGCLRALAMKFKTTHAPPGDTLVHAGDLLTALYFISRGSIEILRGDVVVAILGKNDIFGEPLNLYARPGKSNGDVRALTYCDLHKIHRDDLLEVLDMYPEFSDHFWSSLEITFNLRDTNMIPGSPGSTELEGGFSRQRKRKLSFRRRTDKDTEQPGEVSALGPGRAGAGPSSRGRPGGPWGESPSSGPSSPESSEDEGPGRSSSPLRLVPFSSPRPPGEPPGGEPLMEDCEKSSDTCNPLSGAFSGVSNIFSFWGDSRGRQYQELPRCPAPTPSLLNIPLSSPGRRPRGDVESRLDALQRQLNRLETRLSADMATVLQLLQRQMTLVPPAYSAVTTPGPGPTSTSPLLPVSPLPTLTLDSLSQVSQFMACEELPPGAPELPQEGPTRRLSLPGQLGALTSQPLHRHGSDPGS
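U2OS cells transduced with wild-type KCNH2 virus are loaded with FluxOr dye for 45 min, and thallium flux is measured in kinetic reads before and after stimulation buffer. Rate constants are normalized to DMSO controls.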
USP2a inh: qHTS Assay for Inhibitors of Ubiquitin-specific Protease USP2a Using CHOP2 as the Reporter; AID 463254, 2010; Potency, µM (titrated, usually from 38.3 µM), without a hit: at the top dose activity change, negative = inhibition, hits mostly inhibitors; hit rate 0.01% among 330,000; USP2 core, Ub-CHOP2 coupled fluorogenic reporter, 485/531;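 further: potency means the concentration at half of the fitted maximal effect; plate controls were DMSO wells for no effect and full inhibition by NEM control for full effect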
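USP2 core (10nM final) preincubated 30min RT with compound in 20mM Tris-HCl pH 8.0, 2mM CaCl2, 2mM beta-mercaptoethanol, 0.05% CHAPS; 25nM Ub-CHOP2 plus 25nM reporter substrate added, fluorescence (Ex485/Em531) read after 60min.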
Starred values were filed as active, the others as inactive; i = inactive; ? = inconclusive; / = no result given; [ ] = dose if it differs, or a comment. Unless noted, the call rests on the fitted dose curve; in most records, active means well fitted curve in the direction sought with a large enough effect; inconclusive means small, poorly fitted or top-dose-only effect, or another doubt; inactive means no such curve, though single readings can be large; an effect the other way counts as inactive or inconclusive. Only part of the results is shown. The share of hits here may be higher or lower than overall.

no.	SMILES	ELG1 repair inh	KCNH2 3.1 inh	AT treatment	TRPV1 ag	Mito fusion act	TCR act	TSHR antag	Eya2 phos inh	hERG WT inh	USP2a inh
1	O=C(Cc1ccccc1)NC1CCN(Cc2ccccc2)CC1	8.8%	-7.1	-0.5%	6.7	-0.3%	-4.5%	-11.3	-6.5%	1.5	3.8%
2	O=C(Nc1ncc2c(n1)CC(c1ccc(Cl)cc1)CC2=O)c1ccco1 (stereo not drawn)	4.3%	-3.7	-2.6%	?	12.0%	-10.5%	1.8	7.2%	24.4	-0.6%
3	Cc1ccccc1C(=O)NNC1=NCCC1	8.2%	-11.3	-4.0%	0.1	3.3%	5.0%	3.8	-2.4%	-2.8	1.7%
4	COc1ccc(C(=S)N2CCOCC2)cc1OC(=O)c1ccccc1	-8.0%	-3.1	-2.0%	4.3	5.7%	0.7%	10.9	-1.7%	-22.1	-0.1%
5	O=C(CCC1CCCC1)Nc1cccn(Cc2ccccc2Br)c1=O	12.3%	-15.8	8.5%	16.2	?	3.9%	-36.1	-7.0%	0.2	-2.2%
6	Clc1ccc(-c2noc(CSc3nnc(-c4ccncc4)n3-c3ccccc3)n2)cc1	16.4µM*	-16.8	-0.9%	2.5	8.4%	0.1%	-16.9	-8.3%	5.5	3.3%
7	COc1cccc(CN2CCCC(C(=O)c3ccc4c(c3)OCO4)C2)c1OC (stereo not drawn)	0.3%	11.9	0.8%	5.1	-3.6%	4.2%	5.1	-4.8%	i	0.4%
8	Cn1c(N)c(C(=O)COC(=O)C(Cc2ccccc2)NC(=O)c2ccccc2)c(=O)n(C)c1=O (stereo not drawn)	1.8%	5.4	1.3%	-1.7	10.6%	-2.2%	2.3	-3.5%	-3.7	0.3%
9	CNc1ccc(OC)cc1-n1cnc(-c2ccc([N+](=O)[O-])cc2)c1	?	-14.7	15.0%	-2.6	-0.4%	-1.4%	52.6	17.1%	-0.6	-0.2%
10	COc1ccc(-c2oc3cccnc3c2C#CC2(O)CCCCC2)cc1	?	-1.1	1.2%	?	6.3%	0.6%	10.2	-18.8%	2.3	-12.5%
11	O=C(NCc1cccnc1)c1ccc(Cl)c(Cl)c1	1.7%	14.4	4.3%	29.6	-2.5%	3.9%	-10.8	4.3%	-11.0	-1.9%
12	Cc1cccc(-c2nnc(N)s2)c1	?	17.0	17.0%	-1.5	4.5%	8.0%	-16.5	2.6%	-9.2	2.4%
13	Cc1ccc(/C=C2/NC(=O)N(Cc3ccccc3)C2=O)s1	?	?	15.8%	-0.6	1.0%	/	27.8	-3.8%	-18.1	4.1%
14	Cc1cc(Cl)cc(Br)c1OCCCNCC(C)O (stereo not drawn)	-11.6%	-12.5	4.1%	1.2	-18.2%	-1.0%	7.1	7.7%	16.2	12.7%
15	CCOC(=O)c1sc2ncn(C(C)C(=O)OCC)c(=O)c2c1C (stereo not drawn)	27.5%	4.0	5.7%	-1.0	9.5%	-33.5%	8.1	25.3%	-1.8	4.0%
16	COc1ccc(-c2nnc(Nc3ccc(S(=O)(=O)Nc4nccs4)cc3)c3ccccc23)cc1	-1.1%	-0.5	-2.6%	-1.0	-3.6%[9.22 µM]	-0.5%	-5.8	12.3%	2.4	?
17	Cc1ccc(CC(NC(=O)C2CCCCC2)C(=O)O)cc1 (stereo not drawn)	?	2.4	5.8%	/	/	-4.6%[46.1 µM]	-1.2	0.4%	5.1	0.1%
18	Cc1ccc(S(=O)(=O)N2CC(=NN=C(N)N)C2)cc1	-2.2%	?	1.9%	-4.3	-1.2%	-9.5%	0.6	-1.9%	-7.8	0.0%
19	N#C/C(=C\c1ccncc1)c1nc2ccccc2[nH]1	13.7%	1.3	-1.5%	11.5	-5.0%	-2.4%	-12.5	-3.1%	-20.4	4.4%
20	O=S1(=O)CCC(N=Cc2ccc(-c3ccc(Cl)cc3)o2)C1 (stereo not drawn)	-1.6%	-0.7	5.4%	-2.0	6.8%	-1.2%	13.1	-10.1%	5.3	-13.9%
21	COc1ccc(CCC(=O)NCc2ccco2)cc1	-6.9%	5.2	0.5%	0.2	-3.6%	0.8%	-4.1	-28.4%	-0.9	0.7%
22	O=S(=O)(Nc1cc(S(=O)(=O)N2CCOCC2)ccc1NCC1CCCO1)c1ccc(F)cc1 (stereo not drawn)	7.0%	3.2	-1.2%	24.9	0.7%	-1.2%	3.1	-2.8%	1.6	-2.5%
23	O=C(CSc1ccc2nnc(-c3ccccn3)n2n1)Nc1ccc2c(c1)OCCO2	-0.5%	1.9	-0.1%	-3.0	0.6%	-2.1%	6.4	-4.7%	15.2	-0.8%
24	Cc1ccc2c(c1)N(CC(=O)NCc1cccnc1)C(=O)CO2	15.0%	1.8	-1.0%	9.2	-0.1%	0.0%[46.1 µM]	3.5	0.2%	6.3	-0.4%
25	CN(CC(=O)Nc1cc(Cl)ccc1C#N)C1CCS(=O)(=O)C1 (stereo not drawn)	-0.7%	4.3	-11.3%	0.7	3.9%	3.2%	16.3	-3.9%	1.8	0.4%
26	Cc1cc(OCC(=O)N(Cc2ccccc2)C2CCS(=O)(=O)C2)ccc1Cl (stereo not drawn)	12.8%	30.2	6.8%	2.5	3.9%	-4.8%	4.7	-9.5%	-13.0	3.5%
27	COCCN(C(=O)C1=COCCO1)c1c(N)n(CC(C)C)c(=O)[nH]c1=O	8.5%	5.1	-1.5%	0.3	-1.6%	4.1%	15.7	12.2%	-0.1	13.5%
28	N#CCCN(C(=O)COC(=O)/C=C/c1cccs1)c1ccccc1	8.3%	-3.1	18.0%	/	/	-1.6%[46.1 µM]	-11.9	-12.6%	-1.5	1.7%
29	COc1ccc2nc(NC(=O)CCc3cc(OC)c(OC)c(OC)c3)sc2c1	10.3µM*	9.9	-0.7%	5.0	2.7%	0.2%	-19.9	11.3%	2.4	3.5%
30	Cc1ccc(OCC(=O)Nc2ccc(N3CCN(C(=O)c4ccco4)CC3)cc2)cc1C	?	-2.2	1.4%[11.5 µM]	10.6	-6.5%	/	0.8	-6.4%	7.1	-0.2%
31	CC1CC(C)CN(C(=O)c2ccncc2)C1 (stereo not drawn)	4.6%	11.6	3.7%	-5.3	1.7%	-0.4%	5.4	6.8%	1.8	1.0%
32	O=C(O)CSc1cc(NS(=O)(=O)c2ccc(Cl)cc2)c2ccccc2c1O	?	20.2	12.0%	0.6	-20.8%	5.4%	-6.5	15.2%	0.6	2.3%
33	CC(=O)c1c(C)[nH]c(C(=O)NNC(=O)COc2ccc(Cl)cc2C)c1C	-11.1%	1.0	-8.7%	3.0	0.1%	-4.2%	7.3	-5.4%	-11.9	2.3%
34	CN=CC1=C(O)c2ccccc2C1=O	18.2%	11.2	-3.4%	-5.3	0.1%	0.4%	15.0	-7.1%	5.8	-0.9%
35	O=C(Nc1ccc(NS(=O)(=O)c2ccccc2)cc1)c1ccccc1	9.1%	19.4	3.9%	-2.2	0.1%	-3.2%	-17.6	5.9%	4.8	-2.8%
36	CCOC(=O)C1CCN(C(=O)c2ccccc2N(C)S(=O)(=O)c2ccccc2)CC1	-8.9%	4.5	11.0%	0.8	-0.7%	-1.1%[46.1 µM]	-9.5	-3.0%	-0.9	2.9%
37	O=C(O)c1ccccc1NC(=O)N1CCOCC1	29.6%	-17.6	-2.9%	-1.3	-5.0%	4.1%	-4.1	-4.6%	-3.4	1.9%
38	CCCn1c(Nc2ccc(Cl)cc2)nc2ccccc21	-2.8%	-6.9	-3.4%	1.5	-2.1%	2.9%	2.0	10.8%	10.1	2.2%
39	O=C(O)CC(=O)Nc1ccccc1C(=O)O	4.2%	-27.8	-1.1%	-2.3	-2.9%	-2.8%	5.0	13.8%	-5.8	0.8%
40	O=C(/C=C/c1ccc(Cl)cc1)Nc1ccc(N2CCOCC2)cc1	0.9%	-14.6	1.5%	?	2.9%	8.2%	6.5	12.8%	-3.9	1.2%

Limited to USP2a inh and hERG WT inh, for 2 of the compounds above:
# | SMILES | USP2a inh | hERG WT inh
26 | Cc1cc(OCC(=O)N(Cc2ccccc2)C2CCS(=O)(=O)C2)ccc1Cl (stereo not drawn) | 3.5% | -13.0
27 | COCCN(C(=O)C1=COCCO1)c1c(N)n(CC(C)C)c(=O)[nH]c1=O | 13.5% | -0.1
